# MCF10A rerep – A quantitative high throughput screen for small molecules that induce DNA re-replication in MCF 10a normal breast cells | Potency, µM (doses to about 46.1 µM), for the others: at the highest dose activity, positive = re-replication, most hits filed as activators | AID 624296, 2012 | MCF 10A DNA re-replication, Hoechst nuclear intensity, 48 h | 350,000 tested, 2.9% active; also: potency is read from the fitted curve at half-maximal effect; % of control where 0% means no effect; nearly all actives have a fitted effect of over 50% in size
# Nrf2 block – Nrf2 qHTS screen for inhibitors. 360,000 tested, 2.1% active. A549 ARE-Fluc reporter, luciferase luminescence, 18-24 h. Potency, µM (top dose mostly 46 µM), for the others: at the highest dose activity change, negative = inhibition, actives largely listed as inhibitors; also: potency is read from the fitted curve at half-maximal effect; % is scaled to controls: 0 for no effect and ±100 for the full control effect; nearly all actives have a fitted effect of over 60% in size
#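 A549 ARE_Fluc cells, 5000/well, 5% FBS OPTI-MEM; compounds in dose-response, 18-24 h at 37 °C/5% CO2; CellTiter-Fluor viability read (Ex 405/Em 525), then BugLite luciferase luminescence = Nrf2 activity.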
# ATXN viability – Viability Counterscreen for Primary qHTS for Inhibitors of ATXN expression. S2 cells (HEK-293 line with an ATXN2-luciferase reporter) viability, CellTiter-Fluor protease fluorescence, 24 h. Potency, µM (doses to about 56.7 µM), most hits filed as cytotoxic. 400,000 tested, 0.49% active. AID 651635, 2014; also: potency is read from the fitted curve at half-maximal effect; nearly all actives have a fitted effect of over 40% in size
# IL1B secr inh – qHTS for Inhibitors of Inflammasome Signaling: IL-1-beta AlphaLISA Primary Screen; THP-1 LPS/ATP IL-1B secretion, AlphaLISA, 16 h; stronger effect = lower value; activity change, % at 57.5 µM; 360,000 tested, 4.7% active; AID 743279, 2014; in the data active = activity change below about -50%; inconclusive = mostly about -30% to -49%; also: % is scaled to controls: 0 for no effect and ±100 for the full control effect
#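 THP-1 cells pretreated 1 hr with compounds (up to 57.5 uM final), then stimulated with LPS (250 ng/mL final) plus ATP (1.25 mM final); secreted IL-1B measured by AlphaLISA after 16 hr, decreased signal indicating inhibition.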
# Nrf2 activator – qHTS of Nrf2 Activators | Potency, µM (doses to about 46.1 µM), for the others: at the top dose activation, most hits filed as activators | AREc32 ARE-luciferase reporter (MCF7-derived line), luminescence, 24 h | 410,000 tested, 0.31% active | AID 624171, 2012; also: potency is read from the fitted curve at half-maximal effect; % of control where 0% means no effect; nearly all actives have a fitted effect of over 65% in size
#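 ARE-driven firefly luciferase activity in AREc32 cells measured after a 24 hr compound exposure at 37 deg C, using Steady-Glo reagent and a 30 min room-temperature hold.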
# HepG2 tox – qHTS for Inhibitors of TGF-b: Cytotox Counterscreen; 410,000 tested, 0.76% active; HepG2 CAGA-GFP viability, ATP luminescence, 18 h; AID 588856, 2011; Potency, µM (series often up to 46.1 µM), for inactives: at the highest dose activity change, negative = cytotoxicity, most hits filed as cytotoxic; also: potency is read from the fitted curve at half-maximal effect; some results filed as inactive show a strong effect at the top dose
#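 HepG2 CAGA-GFP cells (1000/well, DMEM with 1% FBS) received compound, then TGF-beta at 500 pg/mL final, and were incubated 18 hours at 37 degrees C. Viability was read by CellTiter-Glo luminescence. Media-only wells were set as complete cell-killing and DMSO as no toxicity.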
# TGFb inhibitor – qHTS for Inhibitors of TGF-b | Potency, µM (highest dose often 46.1 µM), inactives show at the highest dose activity, negative = inhibition, usual class: inhibitors | HepG2 CAGA-GFP TGF-b/SMAD3 reporter, GFP fluorescence, 18 h; TGF-beta stimulated, 500 pg/mL final | 410,000 tested, 1.2% active; also: potency is read from the fitted curve at half-maximal effect; % is scaled to controls: 0 for no effect and ±100 for the full control effect; nearly all actives have a fitted effect of over 65% in size
#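 Smad-responsive CAGA-GFP expression was quantified in HEPG2 cells exposed to compounds and 500 pg/mL final TGF-beta for 18 h at 37 degrees C; unstimulated wells defined full inhibition.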
# ATXN2 expr inh – Primary qHTS for Inhibitors of ATXN expression; HEK-293 ATXN2-luciferase reporter, luminescence, 24 h; Potency, µM (titrated, usually from 57 µM), for inactives: top-dose activity change, negative = inhibition, usual class: inhibitors; 360,000 tested, 0.72% active; AID 1745845, 2022; also: potency is read from the fitted curve at half-maximal effect; % is scaled to controls: 0 for no effect and ±100 for the full control effect; nearly all actives have a fitted effect of over 55% in size
#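 ATXN2-luciferase reporter cells (luciferase flanked by upstream and downstream ATXN2 gene portions) were treated 24 h at 37 °C with compounds at up to 57 uM. SteadyGlo luminescence gave expression; GF-AFC fluorescence gave viability.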
# A549 tox – Nrf2 qHTS screen for inhibitors: counterscreen for cytotoxicity; A549 ARE-Fluc cells, CellTiter-Fluor viability, 18-24 h; Potency, µM (titrated, usually from 46 µM), for inactives: at the highest dose activity change, negative = cytotoxicity, most hits filed as inhibitors; 390,000 tested, 0.16% active; AID 504648, 2011; also: potency is read from the fitted curve at half-maximal effect; % is scaled to controls: 0 for no effect and ±100 for the full control effect
#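 A549 ARE-Fluc cells in 5% FBS OPTI-MEM, 5000 cells/well, rested 2 h then exposed to compounds in concentration-response for 18-24 h at 37 °C. Viability by CellTiter-Fluor fluorescence (Ex 405/Em 525) after 30 min; luciferase luminescence (BugLite, 15 min, RT) read afterwards.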
# * = called active by the depositor; i = inactive; ? = inconclusive; . = not tested or not shown; [ ] = another dose, or the depositor's remark. Unless noted, calls follow the shape of the dose curve; as a rule, active = well fitted curve in the direction sought with a large enough effect; inconclusive = small, poorly fitted or top-dose-only effect, or another doubt; inactive = no such curve, though single readings can be large; an effect the other way counts as inactive or inconclusive.
SMILES,MCF10A rerep,Nrf2 block,ATXN viability,IL1B secr inh,Nrf2 activator,HepG2 tox,TGFb inhibitor,ATXN2 expr inh,A549 tox
C/C(=N\NC(=O)c1nnn(-c2nonc2N)c1-c1cccs1)c1ccc(C)cc1,14%,1%,i,3,0.1%,1%,3%,-38%,-2%
O=C(CCS(=O)(=O)c1ccccc1)Nc1nncs1,?,-14%,i,?,5.3%,12%,?,59%,?
O=S(=O)(c1ccc(-c2ccon2)s1)N1CCN(c2ccccn2)CC1,11%,2%,i,12,-0.6%,-4%,-1%,0%,0%
CC(C)C(OC(=O)CCCC(=O)Nc1nccs1)C(=O)NC1CCCCC1 (stereo unspecified),29%,-10%,i,54,0.0%,1%,-1%,.,-2%
CC(C)(C)OC(=O)C1=C(CO)CS[C@@H]2[C@H](NC(=O)Cc3ccccc3)C(=O)N12,-1%,8%,i,21,0.4%,5%,-4%,7%,6%
Clc1cccc(N=C2NN=C(c3ccc4c(c3)OCCO4)CS2)c1,30%,5.2µM*,?,-72*,2.4%,-10%,10µM*,?,?
Cn1cc(-c2coc3c(C(=O)Nc4ccccc4)cccc23)cn1,.,.,i,-29,0.5%,-25%,2%,-16%,.
C[C@H](CO)N1C[C@H](C)[C@H](CN(C)C(=O)Nc2ccc(F)cc2)Oc2c(NC(=O)c3ccc(-c4nccs4)cc3)cccc2C1=O,6%,?,i,-2,6.0%,-83%,?,-13%,-3%
CC(=O)Nc1ccc(N2CCCC(C)C2)c([N+](=O)[O-])c1 (stereo unspecified),-11%,-9%,i,-19,-0.1%,0%,2%,35%[activator],0%
C=CCNC(=O)c1ccccc1NC(=O)c1ccc(Cl)c(S(=O)(=O)Nc2cccc(C)c2C)c1,11%,9.2µM*,i,-14,4.0%,0%,-11%,-7%,-4%
COc1ccccc1NC(=O)Nc1ccc(Cc2ccncc2)cc1,?,-10%,i,-87*,5.1%,-5%,-2%,7%,-16%
CCCCN(C)CCCNC(=O)CS(=O)Cc1nc(-c2ccc(OC)c(OC)c2)oc1C (stereo unspecified),-1%,9%,i,5,-0.6%,-6%,14%,-3%,1%
COc1cc(C(=O)Nc2ccc(O)cc2C(=O)O)ccc1OC(C)=O,3%,6%,i,-14,-0.4%,-1%,-14%,-9%,-2%
CCN(c1ccccc1)S(=O)(=O)c1ccc(NN)nc1,20%,?,i,65,-2.5%,-38%,-24%,.,1%
CCOc1ccccc1NC(=O)CCS(=O)(=O)c1ccc(Br)cc1,0%,-8%,i,5,-1.0%,-6%,0%,-25%,0%
O=C(NC1CC1)c1sc2ccccc2c1Cl,2%,?,i,?,2.9%,-8%,-21%,36%[activator],-14%

# Already shown: an excerpt of the list.
SMILES,MCF10A rerep,Nrf2 block,ATXN viability,IL1B secr inh,Nrf2 activator,HepG2 tox,TGFb inhibitor,ATXN2 expr inh,A549 tox
CC(=O)Nc1ccc(N2CCCC(C)C2)c([N+](=O)[O-])c1 (stereo unspecified),-11%,-9%,i,-19,-0.1%,0%,2%,35%[activator],0%
C=CCNC(=O)c1ccccc1NC(=O)c1ccc(Cl)c(S(=O)(=O)Nc2cccc(C)c2C)c1,11%,9.2µM*,i,-14,4.0%,0%,-11%,-7%,-4%

# (further entries)
SMILES,MCF10A rerep,Nrf2 block,ATXN viability,IL1B secr inh,Nrf2 activator,HepG2 tox,TGFb inhibitor,ATXN2 expr inh,A549 tox
CN1CCN(S(=O)(=O)Cc2ccccc2Cl)CC1,-27%,-1%,i,-5,-0.5%,-6%,-5%,3%,2%
CC(=O)N1CCN(C(=O)CCC(=O)O)CC1,1%,11%,i,-13,0.3%,-3%,16%,.,5%
O=C(CSc1ccc(F)cc1)Nc1ccc(Br)cc1,2%,?,i,0,8.8%,-14%,?,.,-18%
O=C(Nc1ccc(N2CCOCC2)cc1)C1CCN(S(=O)(=O)c2ccc3c(c2)OCCO3)CC1,-11%,-4%,i,4,2.0%,0%,-11%,-4%,-1%
COc1ccc(OCC(=O)N2CCC(n3nccc3NC(=O)C3CC3)CC2)cc1,0%,15%,i,-5,-0.1%,1%,-6%,4%,10%
O=C(CCc1ccccc1)Nc1cc(Cl)ccc1O,0%,10%,i,-7,19%,-26%,?,0%,-8%
CCc1ccc(NC(=O)c2n[nH]c(=O)c3ccccc23)cc1,1%,?,i,20,4.4%,-6%,10%,29%,1%
CCc1ccccc1NC(=O)c1cnc2n(c1=O)CCS2,-3%,17%,i,3,-0.2%,-24%,-8%,16%,2%
CCc1nc2ccc(C(=O)NCCOc3ccc(OC)cc3)cn2c1N(C)C(=O)Cc1ccccc1,.,.,i,1,0.1%,0%,1%,-3%,.
CCOC1CCCc2oc(-c3ccsc3)c(-c3cnc(OC)nc3)c21 (stereo unspecified),.,.,i,-10,21%,.,.,-7%,.
COc1cc(C=O)ccc1Oc1nnnn1-c1ccc(C(N)=O)cc1,-6%,-15%,i,0,?,-22%,?,2%,3%
CCC(C)(C)n1nnnc1C(c1ccccc1)N1CCN(C2CCCC2)CC1 (stereo unspecified),7%[9.22 µM],-3%,?,14,0.1%,10%,0%,7%,-1%
O=C(O)CSc1nnc(-c2ccc(Cl)cc2Cl)n1-c1ccccc1,?,-8%,i,27,0.0%,0%,3%,11%,-2%
c1cncc(Nc2c3ccccc3nc3ccccc23)c1,6%,?,.,-94*,5.0%,-15%,-18%,-22%,-28%
O=C(COc1ccc(Br)cc1Br)NNC(=O)c1cccs1,1%,6%,i,-8,3.3%,-11%,-3%,39%,7%
CC(C)N(C)CCOC(=O)c1ccccc1Cl,-74%[inhibitor],-2%,i,16,-1.2%,1%,7%,22%,-2%
COc1ccc(CN(Cc2nc3ccccc3c(=O)[nH]2)C(=O)c2ccco2)cc1,7%,-10%,i,23,-0.3%,-1%,-13%,15%,6%
CCC(=O)c1ccc(OCC(O)CN2CCN(C(c3ccccc3)c3ccccc3)CC2)cc1 (stereo unspecified),?,?,i,?,6.0%,-52%,-7%,-27%,?
O=C(CN1C(=O)C2CCCCC2C1=O)Nc1ccc(OC(F)F)c(Cl)c1 (stereo unspecified),13%,5%,i,0,-0.3%,-2%,-1%,2%,-1%
CCOC(=O)c1c(CN2CCN(C)CC2)n(C)c2cc(Br)c(OC)cc12,?,-28%,i,-19,-0.6%,11µM*,14%,-24%,-28%
CN(Cc1nccn1C)C(=O)CC1C(=O)NCCN1Cc1cccc(Oc2ccccc2)c1 (stereo unspecified),8%,-4%,i,-2,-0.2%,9%,-10%,-4%,3%
O=C(Nc1cccc(S(=O)(=O)N2CCCCC2)c1)c1ccc(N2CCCC2=O)cc1,-4%,10%,i,20,-0.2%,-1%,-7%,9%,0%
CC1/C(=C\c2ccc(Cl)cc2)C(=O)C2CC1C2(C)C (stereo unspecified),14%,3%,i,-6,-0.6%,-21%,-19%,-2%,-3%
Cc1cc(C(=O)NNc2ccc(C)c(C)c2)no1,16µM*,5%,?,29,6.6%,-7%,-26%,.,9%
O=C(/C=C/c1cccnc1)c1cccc(O)c1,?,-5%,.,-3,-0.6%,-50%,?,?,1%
CN(C)/C=N/c1nccc(-c2cccs2)n1,-2%,19%,i,-3,5.9%,2%,-1%,-5%,0%
CCOC(=O)c1c(C)[nH]c(=S)c(C#N)c1-c1ccccc1,25%,-2%,i,50,0.0%,-13%,-6%,2%,0%
Cn1cc(CN2CCN(c3ccccc3)CC2)c2ccccc21,10%,.,i,?,-0.8%,-40%,1%,-30%,6%
O=C(CNC(=O)c1ccc2c(c1)OCO2)N/N=C(Br)/C=C/c1ccccc1,9.2µM*,4%,?,-61*,?,17%,-12%,?,?
C/C(=N\NC(=O)c1cc2c(s1)CCC(C)C2)c1ccc[nH]1 (stereo unspecified),8%,?,i,-18,5.0%,-17%,7%,.,12%
CC(=O)NS(=O)(=O)c1ccc(NC(=O)c2ccc(S(=O)(=O)N3CCCC3)cc2)cc1,-7%,-10%,i,1,-0.2%,5%,19%,2%,3%
CC(C)CCCCCCCCCCCCC(=O)NCC(=O)NC1C(O)C(O)C(Nc2ncnc3nc[nH]c23)OC1C(O)CO (stereo unspecified),0%,0.058µM*,i,-100*,-0.2%,-34%,?,-66%,0.73µM*
NC(=O)COC(=O)c1cc(=O)[nH]c2ccc(S(=O)(=O)Nc3ccc(F)cc3)cc12,-8%,16%,i,15,-0.1%,1%,8%,2%,3%
NC(CCc1ccccc1)c1csc(Nc2ccccn2)n1 (stereo unspecified),.,.,?,?,0.4%[9.22 µM],-60%,?,?,.
CC(/C=C/c1ccc(N(C)C)cc1)=N\N=C(/N)SC1CC(=O)N(c2ccc(C(=O)O)cc2)C1=O (stereo unspecified),-4%,?,i,3,0.4%,-8%,0%,0%,?
O=C(NCc1ccco1)c1cccc2c1C(=O)c1ccc(N3CCC(N4CCCCC4)CC3)cc1S2(=O)=O,.,.,?,-22,-0.4%,-25%,9%,9%,.
Cc1cc(C)cc(NC(=O)CN2CCN(C(=O)c3cccs3)CC2)c1,1%,3%,i,-8,-1.0%,2%,-10%,1%,3%
CCN(CC)CCCN(C)C(=O)Cn1nc(Cc2ccncc2)c2ccccc2c1=O,10%,14%,i,-9,-0.1%,0%,1%,-26%,-4%
